Giardia killer: Giardia lamblia killing | Giardia lamblia trophozoite viability | activity change, % at 7.66 µM, hits read low | 340,000 compounds, 0.15% hits; in the data active means activity change below about -80%; inconclusive means between about -30% and that limit;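 further: parasites exposed to compound for two days anaerobically before the ATP read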
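Trophozoites 100 cells/well + cpd; 48 hrs, 37 deg C, anaerobic. ATPLite 1-Step added, 15-30 min RT, luminescence read (ATP-based viability).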
hERG WT inh: blocks the wildtype human KCNH2 potassium channel; activity change, % at 1.84 µM; AID 720551; U2OS, BacMam KCNH2, thallium flux FluxOr; active compounds read low; 340,000 compounds, 0.37% hits;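 active means maximum activity change below -70%; inconclusive means maximum activity change between -70% and -50%; inactive means maximum activity change above -50%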
Target sequence (Q12809 whole entry, looked up): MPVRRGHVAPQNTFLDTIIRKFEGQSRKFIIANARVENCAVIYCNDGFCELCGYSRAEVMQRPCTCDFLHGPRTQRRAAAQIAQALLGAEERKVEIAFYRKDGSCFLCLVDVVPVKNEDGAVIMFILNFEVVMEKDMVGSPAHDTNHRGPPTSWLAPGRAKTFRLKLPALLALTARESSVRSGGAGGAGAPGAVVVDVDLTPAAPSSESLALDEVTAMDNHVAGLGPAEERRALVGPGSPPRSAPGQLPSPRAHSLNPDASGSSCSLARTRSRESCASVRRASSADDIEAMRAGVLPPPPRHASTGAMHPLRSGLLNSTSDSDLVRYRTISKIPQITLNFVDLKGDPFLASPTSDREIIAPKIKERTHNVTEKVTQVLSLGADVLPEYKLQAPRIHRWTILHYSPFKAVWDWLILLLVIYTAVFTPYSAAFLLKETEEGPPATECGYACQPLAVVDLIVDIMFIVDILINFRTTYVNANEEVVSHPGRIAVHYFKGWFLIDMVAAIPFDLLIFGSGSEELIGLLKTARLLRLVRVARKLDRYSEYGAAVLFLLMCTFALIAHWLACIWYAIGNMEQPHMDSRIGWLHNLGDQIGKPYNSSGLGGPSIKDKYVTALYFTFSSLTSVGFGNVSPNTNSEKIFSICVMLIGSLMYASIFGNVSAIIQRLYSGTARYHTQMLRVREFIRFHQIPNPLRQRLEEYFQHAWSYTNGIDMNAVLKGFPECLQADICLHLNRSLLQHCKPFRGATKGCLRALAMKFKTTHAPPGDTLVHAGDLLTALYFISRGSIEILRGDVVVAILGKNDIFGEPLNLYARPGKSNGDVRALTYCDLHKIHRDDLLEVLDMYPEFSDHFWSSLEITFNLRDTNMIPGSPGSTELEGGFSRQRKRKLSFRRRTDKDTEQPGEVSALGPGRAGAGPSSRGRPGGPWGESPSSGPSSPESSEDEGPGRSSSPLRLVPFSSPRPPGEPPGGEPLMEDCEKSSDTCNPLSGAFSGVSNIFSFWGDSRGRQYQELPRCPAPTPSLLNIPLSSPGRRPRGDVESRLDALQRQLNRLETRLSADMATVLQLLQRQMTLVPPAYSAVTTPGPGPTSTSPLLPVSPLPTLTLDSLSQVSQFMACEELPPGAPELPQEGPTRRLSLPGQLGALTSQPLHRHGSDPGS
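U2OS cells were transduced with wild-type KCNH2 virus (2.03 x 10^8 / mL) for 4 h at room temperature, then cultured overnight at 37 C. Thallium flux was read with FluxOr dye. Rate constants were normalized to DMSO controls.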
KCNH2 3.1 inh: KCNH2 3.1 (human) potassium channel inhibition | activity change, % (tested at about 1.8 µM) | U2OS KCNH2 3.1, thallium flux FluxOr; active compounds read low | 340,000 compounds, 0.95% hits;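 active means maximum activity change below -70%; inconclusive means maximum activity change from -70% to -50%; inactive means maximum activity change above -50%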;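 further: thallium influx rate constant from kinetic fluorescence after stimulation buffer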
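Thallium flux read-out: FluxOr dye with Red40 quencher in HBSS/HEPES, 45 min at RT. Rate constants from kinetic reads were normalized to positive and negative DMSO controls. Cells: U2OS virally expressing the 3.1 isoform.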
B2AR arrestin: beta2AR (human) beta-arrestin recruitment activity; 330,000 compounds, 0.02% hits; P07550; beta-arrestin recruitment to beta2AR, cell-based reporter; Potency, µM (titrated, usually from 46.1 µM), for the others: at the top dose activation, hits mostly activators;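 further: potency means the concentration at half of the fitted maximal effect; 0% = DMSO controls and full agonism = EC100 isoproterenol or metaproterenol; nearly all actives have a fitted effect of over 65% in size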
USP2a inh: USP2a (human) protease inhibition; AID 463254; Potency, µM (series often up to 38.3 µM), for the others: top-dose activity change, negative = inhibition, most hits filed as inhibitors; 330,000 compounds, 0.01% hits; USP2 core, Ub-CHOP2 coupled fluorogenic reporter, 485/531;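 further: potency means the concentration at half of the fitted maximal effect; plate controls were DMSO wells for no effect and full inhibition by NEM control for full effect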
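Cell-free coupled assay: 10nM USP2 core preincubated 30min RT with compound in Tris-HCl pH 8.0/CaCl2/CHAPS buffer, then 25nM Ub-CHOP2 and 25nM reporter substrate; fluorescence (Ex 485/Em 531) read after 60min RT, normalized to NEM inhibition, concentration-response curves fitted.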
uPA generation: inhibitors of cell surface uPA generation; cell surface uPA generation assay, qHTS; Potency, µM (doses to about 38.3 µM), inactives show at the top dose activity change, negative = inhibition, usual class: inhibitors; 330,000 compounds, 0.31% hits; active means well fitted inhibition curve with a large enough effect; inconclusive means small, poorly fitted or top-dose-only effect; inactive means no such curve, though single readings can be large or run the other way; tested in mouse RAW 264.7 cells; further: potency means the concentration at half of the fitted maximal effect; nearly all actives have a fitted effect of over 55% in size
Eya2 inh: Eya2 (human) phosphatase inhibition; Potency, µM (series often up to 76.9 µM), without a hit: at the highest dose activity, negative = inhibition, usual class: inhibitors; recombinant Eya2, OMFP fluorescence dephosphorylation (OMFP is methylfluorescein phosphate); AID 488837; O00167; 330,000 compounds, 0.006% hits; further: potency means the concentration at half of the fitted maximal effect
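Eya2 protein (added as 0.2 uM solution) was preincubated with compound for 10 min at ambient temperature in 50 mM HEPES pH 7.5, 50 mM NaCl, 5 uM MgCl2, 0.05% BSA, 1 mM DTT. OMFP (added at 50 uM) then reacted 10 min; fluorescence read at 485/525 nm.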
GALK inh: blocks human galactokinase activity; P51570; 270,000 compounds, 0.007% hits; Potency, µM (top dose mostly 57.5 µM), without a hit: top-dose activity change, negative = inhibition, usual class: inhibitors; Purified GALK, Kinase-Glo residual ATP luminescence; further: potency means the concentration at half of the fitted maximal effect
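Kinase-Glo Plus luminescence measured ATP left after a 1 h room-temperature reaction. The reaction used 5 nM GALK, 100 uM galactose and 35 uM ATP at pH 8.0 (20 mM HEPES, 5 mM MgCl2, 60 mM NaCl, 1 mM DTT, 0.01% BSA).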
PKM2 activator: activators of human pyruvate kinase M2. purified PKM2, Kinase-Glo ATP luminescence, activation; response scale: 0% is enzyme alone, no compound. 260,000 compounds, 0.34% hits. Potency, µM (titrated, usually from 57.5 µM), inactives show at the highest dose activation, actives largely listed as activators. P14618; further: potency means the concentration at half of the fitted maximal effect; nearly all actives have a fitted effect of over 55% in size
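ATP formation by purified human PK-M2, quantified via coupled luciferase luminescence after 1 h at room temperature with 0.1 mM ADP and 0.5 mM PEP final.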
BCR signal inh: chronic active BCR signaling inhibition; ABC-DLBCL IkBa-CBG/CBR reporter, luminescence ratio, 4 h; Potency, µM (doses to about 46.1 µM), inactives show top-dose ratio change, negative = lower green/red ratio, usual class: inhibitors; 340,000 compounds, 0.05% hits; active means well fitted inhibition curve with a large enough effect in the signal ratio, with a control signal flat, not every such curve was filed as active; inconclusive means small, poorly fitted or top-dose-only effect, or effect the other way, or a change in a side signal; the % refers to the signal ratio;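 further: potency means the concentration at half of the fitted maximal effect; plate controls were basal doxycycline-induced cells for no effect and cells given 10 µM MG132 for full effect; MG132 reads +100%, hits lower the ratio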
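Compounds up to 46 uM were incubated four hours with TMD8 cells whose green CBG68 luciferase is fused to IkappaBalpha; red CBR luminescence normalised the signal, and concentration-effect curves were fitted to fusion, red and ratio data.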
FBPA coupling cs: coupling enzyme interference in Giardia aldolase counter-screen. coupling enzyme system counterscreen, AmpLite Red fluorescence. activity change, negative = inhibition, % at 58.2 µM, hits read low. 290,000 compounds, 0.67% hits. AID 2472; in the data active means activity change below about -30%
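Counterscreen of the coupled detection system alone, without aldolase: glyceraldehyde-3-phosphate coupling enzymes plus AmpLite Red readout. Compounds at 57.5 uM final, 10 min RT preincubation, 20 min RT reaction, fluorescence 525/598 nm.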
Numbers without * were called inactive; ? = inconclusive; nt = no result given; [ ] = another dose, or the depositor's remark. Unless noted, the call rests on the fitted dose curve; in most records, active means well fitted curve in the direction sought with a large enough effect; inconclusive means small, poorly fitted or top-dose-only effect, or another doubt; inactive means no such curve, though single readings can be large; an effect the other way counts as inactive or inconclusive. Unless noted, on the % scale 0 is the no-effect control and ±100 the full control effect.

1	NS(=O)(=O)c1cccc(NC(=O)c2cc(=O)c3ccccc3o2)c1
2	CCc1cc(C)cc(OCCNC(=O)c2cncc(Br)c2)c1
3	COc1ccc2[nH]c(CN3CCC(CO)(CCOc4ccccc4)CC3)c(C)c2c1
4	CC(=O)NNc1nc2ccccc2s1
5	CCOC(=O)N1CCc2c(sc3c2c(=O)n(Cc2ccccc2)c(=O)n3CC(=O)NCC2CCCO2)C1 (configuration not stated)
6	CCC1CCCCN1CCCNC(=O)c1cn(CC)c2ccc(S(=O)(=O)N(C)C3CCCCC3)cc2c1=O (configuration not stated)
7	O=C(O)C1Cc2[nH]cnc2C(c2ccc(F)cc2)N1 (configuration not stated)
8	O=C(/C=C/c1ccco1)NCc1ccc(F)cc1
assay / entry	1	2	3	4	5	6	7	8
Giardia killer	22	0	8	7	-15	11	1	-16
hERG WT inh	-6	-1	6	1	-20	27	11	-1
KCNH2 3.1 inh	-14	6	1	0	-15	-13	13	9
B2AR arrestin	-0.7%	-1.1%	0.1%	-0.7%	0.0%	-0.9%	-0.3%	4.2%
USP2a inh	5%	-4%	1%	0%	3%	0%	0%	0%
uPA generation	0%	1%	0%	8%	-1%	?	-11%	-1%
Eya2 inh	-11%	?	-11%	?	-8%	0%	9%	8%
GALK inh	5%	1%	8%	0%	7%	-1%	7%	-1%
PKM2 activator	5%	12%	2%	1%	nt	nt	-13%	5%
BCR signal inh	-4%	?	?	2%	7%	0%	1%	1%
FBPA coupling cs	1	0	1	-2	nt	nt	3	-2

Part of the list above in order of formula weight, falling.
1	NS(=O)(=O)c1cccc(NC(=O)c2cc(=O)c3ccccc3o2)c1
7	O=C(O)C1Cc2[nH]cnc2C(c2ccc(F)cc2)N1 (configuration not stated)
8	O=C(/C=C/c1ccco1)NCc1ccc(F)cc1
assay / entry	1	7	8
Giardia killer	22	1	-16
hERG WT inh	-6	11	-1
KCNH2 3.1 inh	-14	13	9
B2AR arrestin	-0.7%	-0.3%	4.2%
USP2a inh	5%	0%	0%
uPA generation	0%	-11%	-1%
Eya2 inh	-11%	9%	8%
GALK inh	5%	7%	-1%
PKM2 activator	5%	-13%	5%
BCR signal inh	-4%	1%	1%
FBPA coupling cs	1	3	-2

Other records.
9	C[C@@H](NC(=O)Cn1ccc(NC(=O)OCc2ccccc2)nc1=O)c1cccc2ccccc12
10	Nc1ccc(Oc2c(Cl)cccc2Cl)nc1
11	Cc1cc(Br)ccc1OCCNCc1ccccc1
12	O=C1c2ccccc2C(=O)N1CCc1nc(-c2cccnc2)no1
13	CCc1nnc(NC(=O)c2ccc(OCc3c(C)noc3C)c(OC)c2)s1
14	CC1(c2ccc(Cl)cc2)NC(=O)N(CC(=O)Nc2cccnc2Cl)C1=O (configuration not stated)
15	CSc1nc2ccc(NC(=O)c3ccc(=O)n(C)n3)cc2s1
16	Cc1oc(C(C)(C)C)cc1C(N)=O
assay / entry	9	10	11	12	13	14	15	16
Giardia killer	16	24	36[activator]	-7	0	-16	-12	27
hERG WT inh	5	1	-4	-12	-7	-5	-1	-2
KCNH2 3.1 inh	4	9	?	14	3	-8	-7	4
B2AR arrestin	0.1%	0.2%	0.4%	0.0%	-0.3%	-0.4%	-0.1%	-1.0%
USP2a inh	0%	-1%	-7%	1%	-1%	-2%	8%	-1%
uPA generation	-9%	9%	9%	4%	-7%	1%	-2%	4%
Eya2 inh	-17%	9%	-1%	-7%	1%	-10%	9%	3%
GALK inh	nt	0%	-2%	0%	5%	nt	1%	1%
PKM2 activator	nt	0%	-1%	4%	1%	nt	-44%	-14%
BCR signal inh	-3%	5%	2%	-3%	?	0%	5%	-6%
FBPA coupling cs	nt	2	-2	0	5	nt	1	-1

An excerpt from above in order of the PKM2 activator value, high to low:
entry	Molecule	PKM2 activator
12	O=C1c2ccccc2C(=O)N1CCc1nc(-c2cccnc2)no1	4%
11	Cc1cc(Br)ccc1OCCNCc1ccccc1	-1%
16	Cc1oc(C(C)(C)C)cc1C(N)=O	-14%
15	CSc1nc2ccc(NC(=O)c3ccc(=O)n(C)n3)cc2s1	-44%

Continued:
17	COc1ccc(CS(=O)/C(Cl)=C(/Cl)C(=O)Nc2ccc(OC)nc2)cc1 (configuration not stated)
18	C=CCNC(=O)CN1CCC(NC(=O)c2ccco2)CC1
19	COc1ccc(-n2cc(CNCCCn3ccnc3)c(-c3ccccc3Cl)n2)cc1
20	Cc1cc(O)ccc1NS(=O)(=O)c1ccc2c3c(cccc13)C(=O)N2
21	CCOC(=O)C1CCN(C(=S)Nc2ccccc2)CC1
22	CN1CCN(C(=O)c2sc(=S)n(-c3ccccc3)c2N)CC1
23	O=C(/C=C/c1ccc(Br)cc1)NCc1cccs1
24	Cc1ccn(CCNC(=O)C2CCC(=O)N(CCc3ccc(Cl)cc3)C2)n1 (configuration not stated)
assay / entry	17	18	19	20	21	22	23	24
Giardia killer	-3	1	27	10	12	-11	-4	-2
hERG WT inh	-10	4	18	-2	-11	-1	-3	-5
KCNH2 3.1 inh	-7	32	-5	11	-39	-5	1	-7
B2AR arrestin	-0.1%	-0.1%	-0.5%	0.2%	0.0%	-0.2%	-2.2%	0.4%
USP2a inh	1%	-2%	9%	0%	-1%	0%	-1%	-2%
uPA generation	-9%	2%	-17%	5%	7%	0%	-1%	-8%
Eya2 inh	-28%	1%	8%	13%	6%	8%	3%	-5%
GALK inh	1%	-2%	0%	-2%	5%	3%	1%	-8%
PKM2 activator	?	-31%	-2%	?	-1%	-13%	1%	5%
BCR signal inh	?	-1%	4%	-20%	-20%	-3%	?	?
FBPA coupling cs	2	1	2	-3	1	-48*	0	nt

25	CC(C)Cc1nnc(NC(=O)C2CCN(C(=O)c3ccc(F)cc3)CC2)s1
26	Cc1ccc(S(=O)(=O)NCC(c2ccc3c(c2)OCO3)N2CCN(c3ccccc3)CC2)cc1 (configuration not stated)
27	COc1cc(NC(=O)C/C(C)=N/NC(=O)C2CCCCC2)c(OC)cc1Cl
28	CCC(C)N1CCNCC1 (configuration not stated)
29	Cc1ccc(C2(C)NC(=O)N(CC(=O)Nc3ccccc3C(=O)N3CCCCC3)C2=O)cc1 (configuration not stated)
30	Cc1ccc2c(c1)C(c1ccccc1)N(C(=O)c1ccc(Br)o1)CC(=O)N2 (configuration not stated)
31	Cc1ccc(/C=N/NC(=O)c2ccc3nc[nH]c3c2)o1
32	COc1ccc(Cl)cc1NC(=O)C(=O)NC1CCCCCC1
assay / entry	25	26	27	28	29	30	31	32
Giardia killer	9	5	5	10	-17	9	2	7
hERG WT inh	1	2	-2	2	16	10	-12	10
KCNH2 3.1 inh	-8	-4	4	5	2	-10	-21	-27
B2AR arrestin	-0.1%	0.0%	-0.6%	0.2%	-0.4%	-0.5%	0.2%	-0.6%
USP2a inh	2%	0%	5%	1%	2%	-7%	2%	6%
uPA generation	12%	-4%	2%	9%	3%	-7%	2%	2%
Eya2 inh	3%	-5%	-26%	-14%	20%	-9%	-7%	-28%
GALK inh	nt	nt	5%	-1%	nt	0%	nt	3%
PKM2 activator	nt	nt	2%	6%	nt	5%	-3%	0%
BCR signal inh	7%	2%	?	8%	-2%	?	?	?
FBPA coupling cs	nt	nt	1	0	nt	4	1	2

33	NC(=O)c1ccc(NC(=O)CSc2nnc(-c3cccnc3)n2Cc2ccco2)cc1
34	CCOc1ccc(CCNC(=O)C2CCN(C(=O)N(C)C)CC2)cc1OCC
35	COCCCn1c(=O)c2sccc2n2c(CCCC(=O)NCc3ccc(F)cc3)nnc12
36	O=C(COC(=O)c1ccc2ncsc2c1)Nc1ccc(Cl)cc1
37	COc1c(Cl)cc(Br)c(OC)c1C(=O)NC(=O)Nc1nc(C)cc(C)n1
38	COc1ccc(-n2ccnc(SCC(=O)NCc3ccccc3Cl)c2=O)cc1
39	CC(=O)c1ccc(N(C)C)cc1
40	Cc1c(C(=O)Cc2ccccc2)n(C)c2ccccc12
41	CCOc1cc(S(=O)(=O)n2ccnc2)ccc1Cl
42	COc1ccc2[nH]c(=O)c(C(=O)O)cc2c1
assay / entry	33	34	35	36	37	38	39	40	41	42
Giardia killer	-13	5	1	9	16	2	9	20	3	-16
hERG WT inh	-14	-10	12	-11	0	-1	21	-6	-2	-3
KCNH2 3.1 inh	0	12	-2	-22	6	-11	4	2	0	-2
B2AR arrestin	0.1%	0.2%	0.1%	-0.3%	5.7%	-0.2%	0.5%	-0.2%	-0.2%	-0.6%
USP2a inh	2%	0%	2%	0%	0%	1%	1%	1%	-1%	-2%
uPA generation	-7%	-16%	2%	-4%	-2%	11%	-4%	-1%	4%	-2%
Eya2 inh	5%	16%	-1%	7%	10%	-12%	-9%	-11%	20%	-2%
GALK inh	-3%	0%	2%	nt	2%	1%	-2%	9%	11%	-3%
PKM2 activator	2%	-7%	nt	nt	3%	nt	9%	2%	7%	-5%
BCR signal inh	0%	-7%	0%	0%	2%	-11%	2%	-3%	0%	6%
FBPA coupling cs	0	3	0	nt	-3	1	-1	-4	5	0

Assay outcomes: PubChem BioAssay, National Center for Advancing Translational Sciences (NCATS)
